HTR5A inv ag: counter-screen for OPRM1-OPRD1 inverse agonists: human HTR5A inverse agonism; P47898; HTR5A cell line, luminescence; inhibition, % at 9.3 µM; 340,000 compounds, 0.083% hits; in the data active = inhibition mostly above about 23%, no sharp cut-off; inactive = mostly below about 18%;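 note: 0% = cells with DMSO and 100% = no-cell wells with DMSO; some compounds called inactive have numbers as strong as hits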
PfHsp90 yeast 2: growth inhibition of yeast expressing Plasmodium Hsp90. S. cerevisiae expressing PfHsp90, BacTiter-Glo ATP, 48 h; yeast lacking PDR1 and PDR3 efflux regulators. inhibition, % at 9.4 µM. 310,000 compounds, 0.32% hits. AID 504621;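 active = every replicate shows inhibition above about 80%, whatever the replicate mean, limit read from the data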;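 note: 0% = DMSO neutral controls and 100% = 20 µM radicicol positive controls; yeast relying on Plasmodium falciparum Hsp90 in place of its own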
HTR5A ag ctr: HTR5A agonism, opioid heterodimer counter-screen; P47898; HTR5A agonist assay, luminescence, cell-based; activation, % at 9.3 µM; 340,000 compounds, 0.61% hits; AID 504692; in the data active = activation mostly above about 9.5%, no sharp cut-off; inactive = mostly below about 7.6%;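 note: 0% = cells with vehicle only and 100% = reference agonist; strong numbers were not always called active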
OPRM1-OPRD1 ag: agonists of human mu-delta opioid receptor heterodimerization; P35372+P41143; cells, OPRM1-OPRD1 heterodimerization, luminescence; activation, % at 9.3 µM; 340,000 compounds, 0.3% hits; in the data active = activation above about 18%;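 note: 0% = vehicle-treated cells and 100% = reference agonist; values of inactives mirror those of a sister screen read the other way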
SUMO Mot1 rescue: blocks SUMOylation pathway, rescuing yeast Mot1-301 growth. S. cerevisiae Mot1-301 growth rescue, ATP luminescence, 38.5C; percent above DMSO median, 100 means doubled. growth rescue, % at 18.8 µM. 320,000 compounds, 1% hits;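 active = every valid replicate shows activation above 250% relative to neutral control wells; inactive = the rest, any valid replicate at or below 250%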;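 note: OY570 slx delta 5 strain wells were the positive control but not used for scaling; some compounds called inactive have numbers as strong as hits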
AddAB inh: less growth of phage-infected E. coli with AddAB. E. coli expressing H. pylori AddAB, absorbance growth. inhibition, % at 11.9 µM. 330,000 compounds, 0.29% hits. AID 435030; in the data active = inhibition above about 12%;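 note: 0% = vehicle wells of infected cells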
phage Ecoli inh: E. coli growth loss with phage present; AID 651602; 360,000 compounds, 0.26% hits; inhibition, % at 11.9 µM; growth absorbance; in the data active = inhibition above about 11%
Ecoli viability: bacterial growth inhibition, counter-screen for AddAB inhibitors. E. coli V3065 growth, OD600 absorbance, 18 h. 330,000 compounds, 0.27% hits. inhibition, % at 11.9 µM;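 active = inhibition above the campaign's mean inhibition across all tested compounds plus 3 SD, cut at about 9.9% in these data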;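 note: uninfected addAB+ strain grown without phage in ampicillin broth; 0% = DMSO wells and 100% = ciprofloxacin 0.95 µg/ml wells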
Pemphigus Ab inh: blocks pemphigus antibody binding to human desmoglein-3; P32926; DSG3-coupled beads, scFv-anti-DSG3-GFP binding, flow cytometry; active compounds read low; binding (percent of control), % at 10 µM; 310,000 compounds, 0.48% hits;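 active = binding more than 3 SD below its plate's average and above zero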;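 note: hits lower antibody fragment binding to DSG3; some compounds called inactive have numbers as strong as hits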
Target sequence (P32926 whole entry, looked up, the tested form may be a part): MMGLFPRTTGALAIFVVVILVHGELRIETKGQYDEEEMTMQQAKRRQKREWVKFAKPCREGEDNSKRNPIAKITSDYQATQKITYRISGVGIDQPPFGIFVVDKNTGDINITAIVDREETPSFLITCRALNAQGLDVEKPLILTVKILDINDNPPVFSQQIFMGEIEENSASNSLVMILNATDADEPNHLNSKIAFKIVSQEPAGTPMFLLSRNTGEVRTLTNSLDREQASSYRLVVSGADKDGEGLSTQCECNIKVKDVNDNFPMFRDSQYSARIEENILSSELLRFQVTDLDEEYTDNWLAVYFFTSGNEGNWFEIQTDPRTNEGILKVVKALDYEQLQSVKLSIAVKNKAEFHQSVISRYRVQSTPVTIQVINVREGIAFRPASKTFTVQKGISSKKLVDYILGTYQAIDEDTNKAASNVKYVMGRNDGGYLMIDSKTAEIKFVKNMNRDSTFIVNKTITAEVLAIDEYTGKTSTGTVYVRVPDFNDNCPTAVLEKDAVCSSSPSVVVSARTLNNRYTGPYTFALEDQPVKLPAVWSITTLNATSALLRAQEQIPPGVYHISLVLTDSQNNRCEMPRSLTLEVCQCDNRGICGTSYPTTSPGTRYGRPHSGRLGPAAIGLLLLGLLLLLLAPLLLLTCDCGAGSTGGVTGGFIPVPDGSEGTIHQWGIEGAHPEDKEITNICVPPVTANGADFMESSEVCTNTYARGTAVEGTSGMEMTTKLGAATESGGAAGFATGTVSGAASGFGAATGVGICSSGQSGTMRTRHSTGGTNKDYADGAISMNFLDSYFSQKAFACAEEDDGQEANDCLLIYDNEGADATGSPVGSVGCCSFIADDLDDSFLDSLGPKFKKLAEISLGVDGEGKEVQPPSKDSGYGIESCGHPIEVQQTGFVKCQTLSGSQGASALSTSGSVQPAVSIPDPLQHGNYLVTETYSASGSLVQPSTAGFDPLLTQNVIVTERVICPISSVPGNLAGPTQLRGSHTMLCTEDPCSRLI
PKA-R1A activ: activates the PKA-R1A holoenzyme complex | P00514+P68181 | PKA-R1A dissociation, Cy5-IP20 fluorescence polarization; scaled: DMSO 0%, 113 µM cGMP 100% | activation, % at 11.4 µM | 340,000 compounds, 0.083% hits;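 active = percent activation above the mean of all tested compounds plus 3 SD, cut at about 19% in these data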;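 note: higher means more PKAc released from R1A so a rise in polarization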
MOR-DOR inv ag: inverse agonist of human OPRM1-OPRD1 heterodimerization; P35372+P41143; cell-based MOR-DOR heterodimer luminescence, inverse agonism; inhibition, % at 9.3 µM; 340,000 compounds, 0.21% hits; AID 504357; in the data active = inhibition above about 22%, passing the limit was not always enough;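 note: 0% = cells with DMSO and 100% = wells without cells with DMSO; values of inactives mirror those of a sister screen read the other way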
* = called active by the depositor; i = inactive; x = no result given.

SMILES	AddAB inh	phage Ecoli inh	SUMO Mot1 rescue	HTR5A ag ctr	HTR5A inv ag	Ecoli viability	Pemphigus Ab inh	PKA-R1A activ	PfHsp90 yeast 2	MOR-DOR inv ag	OPRM1-OPRD1 ag
O=C(Nc1ccc(OC(F)(F)F)cc1)Nc1cccc([N+](=O)[O-])c1	8.7	10	-10	10	-2	9.3	109	7	17	-80	15
CN(CC(=O)Nc1ccc(N2CCOCC2)cc1)C(=O)CCCOc1ccc(Cl)cc1Cl	-0.4	2.9	11	-3	7	-1.0	97	7	-8	0	-0.1
CCOc1ccc2c(CC)cc(=O)oc2c1OCC	0.5	3.2	-16	-2	-7	-0.6	101	1	3	18	-3.4
O=C(NN1CCN(Cc2ccccc2)CC1)c1ccc(Cl)cc1	3.5	2.1	-2	-8	22	2.2	98	-1	8	9	-1.7
COc1ccc(S(=O)(=O)N2CCN(C)CC2c2ccccc2)cc1 (stereo unspecified)	2.5	2.0	-10	3	-10	-0.9	104	2	1	1	-0.3
COCCNC(=O)c1cc2nc(-c3ccccc3)cc(C)n2n1	1.4	2.0	3	1	-2	1.0	99	-2	3	5	-1.0
COc1ccc(/C=N\NC(=O)c2ccc(Cn3cc(Br)c([N+](=O)[O-])n3)o2)c(OC)c1C	2.7	8.1	-7	11*	-25	2.5	65*	-3	-13	3	-0.5
O=C(Nc1cnc2ccccc2c1)C1COc2ccccc2O1 (stereo unspecified)	0.3	3.9	165	-4	5	0.1	99	0	12	8	-1.3
CN(CCOc1ccccc1)C(=O)c1ccc(OC2CCN(C(=O)C3CC3)CC2)cc1	5.3	3.5	174	2	-10	1.4	101	-3	25	17	-3.4
Cc1occc(=O)c1OCc1ccc(F)cc1	-1.1	0.8	7	6	-21	2.9	92	0	5	8	-1.7
O=c1c(/C=N/Nc2ccccc2)c(Sc2nnnn2-c2ccccc2)nc2ccccn12	x	1.7	x	1	-4	x	x	0	x	17	-3.4
CCn1c(SCC(=O)Nc2ccc3c(c2)OCCO3)nnc1-c1ccncc1	2.5	2.1	-12	3	-10	-1.6	90	-1	-2	-16	1.9
OC(c1cc(-c2ccc(Cl)cc2)nc2ccccc12)C1CCCCN1 (stereo unspecified)	0.2	-0.1	19	-2	7	-2.3	107	-12	-1	-28	6.2
CSc1cccc(NC(=O)CN(c2cccc(C)c2)S(C)(=O)=O)c1	0.0	3.1	2	6	19	-2.1	104	-5	x	8	-1.5
O=C1NC2=C(C(=O)CCC2)C(c2cccc([N+](=O)[O-])c2)N1 (stereo unspecified)	x	-2.2	x	8	-6	x	109	-7	-6	12	-2.4
CC(=O)N1CCc2c(sc(NC(=O)Cc3ccccc3)c2C#N)C1	-2.2	-0.7	28	4	-13	-2.5	106	9	-4	16	-3.1
COc1ccccc1N(CC(=O)Nc1c(C)n(C)n(-c2ccccc2)c1=O)S(=O)(=O)c1ccccc1	x	0.1	x	0	0	x	102	-11	14	9	-1.6
COc1ccccc1N=C1SCC(=O)N1c1ccccc1OC	4.2	0.2	-10	2	11	-1.0	x	0	20	20	-4.2
Cc1ccc(S(=O)(=O)NC(Cc2ccc(Cl)cc2)C(=O)O)cc1 (stereo unspecified)	0.2	3.1	15	-1	2	0.0	92	-4	20	11	-2.4
O=C(OCC(=O)N1CCc2ccccc21)c1cccnc1	4.1	3.7	-19	2	-10	-1.1	x	-1	-1	3	-0.4
COC(=O)CSC1=C(C#N)C(c2sccc2C)CC(=O)N1 (stereo unspecified)	1.6	3.0	-4	4	4	1.6	107	4	-28	10	-2.3
Cc1csc(NC(=O)C2CCN(C(=O)CSc3nnc(C)n3Cc3ccccc3)CC2)n1	4.1	0.5	5	4	-9	-0.4	97	0	x	8	-1.6
CN(C)c1ccc(CN(CC2CCCO2)C(=O)c2cccs2)cc1 (stereo unspecified)	1.8	0.9	-5	3	-9	-0.4	x	3	22	22	-4.3
FC(F)(F)c1ccc(/C=N/n2c(C3CCCCC3)n[nH]c2=S)cc1	-2.9	1.4	127	-6	24	-0.3	94	-14	-16	-55	11
CCN(CC(=O)Nc1ccccc1C(F)(F)F)C(=O)Cc1ccc2c(c1)CCC2	-0.3	1.4	2	0	0	0.0	x	-7	-4	-2	0.6
CC(=O)Nc1c2c(nn1-c1cccc(C)c1)CSC2	2.5	1.1	8	-2	9	-0.4	108	8	-8	9	-1.6
O=C(NCc1ccc(F)cc1)c1cc(-c2cccs2)on1	1.0	1.8	18	6	-38	-2.5	105	-9	-23	-5	1.0
Nc1nc2c(s1)CC(c1ccccc1)CC2 (stereo unspecified)	6.6	2.7	i	-2	12	1.6	107	-4	27	14	-3.2
CCCCCC1CCC(c2nnc(SCC(C)=O)o2)CC1 (stereo unspecified)	0.3	0.5	-9	0	1	-1.0	91	-8	27	5	-1.1
CCOc1ccc(-n2ccnc2SCC(=O)NCc2ccc3c(c2)OCO3)cc1	-0.9	x	-2	-1	-14	0.4	96	-4	8	17	-4.0
C=CCN(c1ccccc1C(=O)O)S(=O)(=O)c1ccc(C)cc1	4.5	2.4	3	1	-3	0.4	104	-11	26	1	-0.2
CCCN1C(=O)C(Cc2nc3ccccc3c(=O)n2C)c2ccccc21 (stereo unspecified)	-2.2	-2.5	431	3	-17	-1.1	104	-4	30	11	-2.0
O=S1(=O)C=C(N2CCOCC2)c2ccccc21	0.7	2.3	-13	3	-8	-0.2	x	0	-3	-7	1.4
O=C(Nc1cccc(Cl)c1)Nc1nnc(-c2ccccc2)o1	2.5	2.5	x	2	-3	0.4	114	1	-21	4	-0.8
CCN(C(=O)Cc1c(C(=O)O)n(C)c2ccccc12)c1cc(OC)ccc1OC	-1.5	0.4	5	-3	11	-3.7	x	12	-21	4	-1.0
COC(=O)NC1CSCC1OC(=O)CCN1C(=O)c2ccccc2C1=O (stereo unspecified)	0.4	4.0	-4	3	-3	-2.6	92	-7	4	7	-1.2
O=C(Nc1cccc(Cl)c1)c1cc(S(=O)(=O)N2CCOCC2)cs1	4.6	0.9	-2	1	7	0.3	98	-9	-7	-10	1.9
O=c1cc(N2CCc3ccccc32)[nH]c(=O)n1-c1ccccc1Cl	1.5	1.2	113	1	11	1.8	95	-8	2	4	-0.6
COC(=O)CSc1ncnc2c1sc1nc(N3CCOCC3)c3c(c12)CCCC3	-1.7	4.3	x	-4	12	-1.9	x	13	-5	6	-1.1
COc1cc(CN2CCN(c3cccc(C)c3C)CC2)cc(Br)c1O	-0.2	2.0	11	5	-13	-1.2	88	5	x	-74	15
NS(=O)(=O)c1ccc(Sc2ccccn2)c([N+](=O)[O-])c1	-0.9	-0.7	3	x	x	0.8	94	x	-21	x	x
C=CCn1c(SCC(=O)Nc2cc(C)ccc2OC)nnc1-c1ccco1	3.3	0.3	50	6	3	-2.0	103	3	-22	0	-0.1
CC(C)Oc1cccc(C(=O)N2CCCC2)c1	5.1	3.2	157	0	18	1.8	84	0	11	15	-2.9
CN(CC(=O)Nc1cccc(F)c1)C(=O)c1cc(-c2ccccc2)nc2ccccc12	2.7	-0.6	x	5	-12	1.0	111	-5	x	-4	0.7
Cc1ncsc1C(=O)Nc1nc2c(s1)CC(C)CC2 (stereo unspecified)	-2.0	0.9	63	-3	4	-3.1	102	7	34	-5	0.9
CCn1cc(CNC(=O)CSc2nc(-c3ccc(OC)c(OC)c3)cc(C(F)(F)F)n2)c(C)n1	1.6	3.7	24	4	0	-1.6	102	-1	19	-6	0.8
CCCn1c2ccccc2c2cnn(CC(=O)NCCCN3CCN(c4ccccc4)CC3)c(=O)c21	1.5	1.0	55	-2	6	-1.3	x	0	-15	-1	0.3
CCCCNC(=O)[C@]1(C)CCC[C@@]2(C)C3CC[C@@]4(C)C[C@]3(CCC21)CC4=O (stereo partly specified)	1.2	2.7	57	4	-6	0.4	97	-5	6	-11	1.9
Cc1ccc(OCC(=O)Nc2ccc(S(=O)(=O)N3CCOCC3)cc2)c(Br)c1	3.9	-1.5	-6	4	18	-0.4	105	-1	-15	-16	3.0
CCOc1cc(/C=N/n2c(C)nc3ccccc3c2=O)ccc1O	1.5	1.9	4	-1	-9	1.1	125	-10	31	-14	1.8
O=S1(=O)c2ccccc2C(O)(c2ccccc2)c2ccccc21	x	-1.0	x	-1	3	x	90	-7	-18	5	-1.0
COc1ccc(C2=NS(=O)(=O)N(C)C(C(=O)NCc3ccccc3)=C2)cc1OC	0.3	2.8	-4	13	-39	2.5	94	-14	-12	5	-0.9
C/C(=N\NC(=O)c1cccnc1)c1cc(C)oc1C	1.3	4.3	308	-2	-19	-1.6	105	-6	9	0	-0.1
CC1CCCC(NC(=O)/C=C/c2c(F)cccc2Cl)C1C (stereo unspecified)	2.8	1.9	14	6	-20	1.7	115	4	2	1	-0.1
CC(C)CNC(=O)c1ccccc1NC(=O)Nc1ccccc1	0.7	1.8	8	2	-13	0.6	100	4	-4	13	-2.5
Cc1ccc(NC(=O)CCN2CCC(C(N)=O)CC2)cc1	1.8	1.5	-10	-3	8	-1.5	102	2	-16	2	-0.3

Next section.
SMILES	AddAB inh	phage Ecoli inh	SUMO Mot1 rescue	HTR5A ag ctr	HTR5A inv ag	Ecoli viability	Pemphigus Ab inh	PKA-R1A activ	PfHsp90 yeast 2	MOR-DOR inv ag	OPRM1-OPRD1 ag
CC(C)c1csc2nc3n(c(=O)c12)CCCCC3	-2.0	-2.1	-11	4	-28	-0.2	111	-1	x	11	-2.2
COc1cccc(C(=O)OCC(=O)NCCNC(=O)COC(=O)c2cccc(OC)c2OC)c1OC	6.0	1.5	222	2	3	2.1	100	-3	30	4	-0.8
Cc1ccccc1C(=O)NCc1nnc(SCC(=O)N2c3ccccc3Sc3ccccc32)n1C	0.2	3.3	2	1	3	0.7	102	4	-8	10	-1.6
O=S(=O)(c1ccc2nc(N3CCN(c4ccc(F)cc4)CC3)ccc2c1)N1CCCCC1	2.3	0.0	128	-2	6	0.6	98	2	11	0	0.1
Cc1sc(-c2ccccn2)nc1OC(=O)c1ccc(Cl)cc1	4.2	-0.8	-13	1	5	2.9	105	-10	x	5	-0.9
CCC1(c2ccccc2)NC(=O)N(CC(=O)Nc2cccnc2Cl)C1=O (stereo unspecified)	0.3	0.9	203	1	-3	0.0	88	2	x	12	-2.8
Cc1nnc(SCC(=O)Nc2cccc(S(=O)(=O)NC3=NCCCCC3)c2)n1Cc1ccccc1	1.6	2.5	7	0	-1	-0.8	99	4	34	16	-3.5
O=C(CCl)Nc1cc(SCC(O)CO)cc([N+](=O)[O-])c1 (stereo unspecified)	x	3.7	x	1	-2	x	102	-6	2	8	-1.3
O=C(COc1ccc(Cl)cc1)Nc1c(-c2cccs2)nc2ccccn12	-0.1	3.0	4	0	1	-1.0	100	0	7	3	-0.5
